# Luciferase inh: blocks purified firefly luciferase enzyme activity. AID 1347043. Potency, µM (titrated, usually from 115 µM), inactives show top-dose activity change, negative = inhibition, hits mostly inhibitors. hit rate 2.5% among 76,000. purified P. pyralis luciferase, luminescence, biochemical; also: potency is read from the fitted curve at half-maximal effect; nearly all actives have a fitted effect of over 65% in size
# Target sequence (P08659 whole entry, looked up): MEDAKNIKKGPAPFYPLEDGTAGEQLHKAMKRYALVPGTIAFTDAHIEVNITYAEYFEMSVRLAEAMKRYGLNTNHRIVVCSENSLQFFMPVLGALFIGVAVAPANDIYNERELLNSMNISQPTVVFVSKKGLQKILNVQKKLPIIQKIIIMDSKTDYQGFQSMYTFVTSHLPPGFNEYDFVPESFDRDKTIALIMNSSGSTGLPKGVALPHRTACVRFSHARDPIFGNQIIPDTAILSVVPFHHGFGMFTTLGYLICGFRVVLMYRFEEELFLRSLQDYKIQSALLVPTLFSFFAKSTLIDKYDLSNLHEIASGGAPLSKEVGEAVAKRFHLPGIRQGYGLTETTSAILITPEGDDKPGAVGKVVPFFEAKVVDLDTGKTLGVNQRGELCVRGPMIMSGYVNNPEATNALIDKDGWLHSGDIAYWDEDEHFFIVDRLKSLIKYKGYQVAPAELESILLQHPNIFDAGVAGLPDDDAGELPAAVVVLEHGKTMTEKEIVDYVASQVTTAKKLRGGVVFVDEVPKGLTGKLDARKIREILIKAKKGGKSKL
#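 Luminescence read by CCD imager after adding enzyme (10nM final) to wells holding compound, titrated in qHTS. Substrates 10uM each D-luciferin and ATP; buffer 50mM Tris acetate pH 7.5, 10mM Mg acetate, Tween-20, BSA.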
# SNCA expr inh: inhibitors of alpha-synuclein (SNCA) gene expression | Potency, µM (series often up to 57.2 µM), inactives show top-dose activity change, negative = inhibition, most hits filed as inhibitors | hit rate 0.17% among 140,000 | HEK-293 SNCA-luciferase knock-in, luminescence, 24 h | AID 1671194;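 also: potency is read from the fitted curve at half-maximal effect; plate controls were DMSO cells for no effect and cell-free wells for full effect; nearly all actives have a fitted effect of over 45% in size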
# 3T3 cytotox: NIH 3T3 cell cytotoxicity; NIH 3T3 viability, CellTiter-Glo ATP luminescence, 48-72 h; Potency, µM (doses to about 96.7 µM), for inactives: top-dose activity change, negative = cytotoxicity, most hits filed as inhibitors; hit rate 4.3% among 94,000; AID 1345082; also: potency is read from the fitted curve at half-maximal effect; nearly all actives have a fitted effect of over 55% in size
#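 NIH 3T3 cells at 400 cells/well received 23 nL of compound by pintool and were incubated 48 or 72 h at 37 °C. Viability was read as ATP-coupled CellTiter-Glo luminescence.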
# IP6K1 inh: blocks human inositol hexakisphosphate kinase 1. Q92551. IP6K1 kinase, ADP-Glo luminescence, 2 h; hits give low values. activity change, % (series mostly up to about 58 µM). hit rate 0.81% among 140,000; in the data active = activity change below about -25%
#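 ADP-Glo luminescence measures ADP made by human IP6K1 during a 2 h RT reaction with ATP/IP6 (mix at 1.3 mM/130 uM); top library doses 57.5 and 19.1 uM final.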
# HEK293 viab: counter-screen for SNCA expression inhibitors: cell viability; HEK-293-SNCA-luc viability, GF-AFC fluorescence, 24 h; Potency, µM (top dose mostly 57.1 µM), without a hit: at the top dose activity change, negative = cytotoxicity, actives largely listed as cytotoxic; hit rate 0.12% among 150,000; AID 1671193;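 also: potency is read from the fitted curve at half-maximal effect; 0% = DMSO-treated cells and -100% = medium-only wells without cells; nearly all actives have a fitted effect of over 30% in size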
#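 Cytotoxicity counterscreen: after 24 h compound treatment of genome-edited SNCA-luciferase HEK-293 cells, live-cell protease substrate GF-AFC read by fluorescence after 30 min; activity scaled between DMSO (0%) and medium-only (-100%), curves Hill-fitted.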
# GPT2 inhibitor: blocks human glutamate pyruvate transaminase 2; Potency, µM (top dose mostly 57.7 µM), without a hit: top-dose activity change, negative = inhibition, most hits filed as inhibitors; AID 1671188; hit rate 0.25% among 100,000; Recombinant GPT2, coupled pyruvate oxidase/HRP Amplex Red fluorescence; also: potency is read from the fitted curve at half-maximal effect; nearly all actives have a fitted effect of over 60% in size; many of its hits are not listed in these tables
# Target sequence (Q8TD30 whole entry, looked up): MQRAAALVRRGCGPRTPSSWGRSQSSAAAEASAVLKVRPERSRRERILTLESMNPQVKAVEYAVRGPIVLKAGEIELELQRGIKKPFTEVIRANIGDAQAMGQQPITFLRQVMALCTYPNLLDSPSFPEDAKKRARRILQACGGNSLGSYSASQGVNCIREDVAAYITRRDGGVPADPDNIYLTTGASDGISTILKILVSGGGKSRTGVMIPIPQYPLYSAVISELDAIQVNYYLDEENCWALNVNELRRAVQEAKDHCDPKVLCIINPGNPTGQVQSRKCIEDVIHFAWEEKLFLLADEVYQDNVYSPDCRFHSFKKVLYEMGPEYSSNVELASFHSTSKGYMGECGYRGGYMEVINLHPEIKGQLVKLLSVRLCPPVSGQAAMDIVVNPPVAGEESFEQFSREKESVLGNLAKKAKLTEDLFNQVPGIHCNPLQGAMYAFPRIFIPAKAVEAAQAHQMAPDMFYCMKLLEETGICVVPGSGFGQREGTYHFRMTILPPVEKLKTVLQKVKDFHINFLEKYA
#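 Recombinant GPT2 (10ng/uL) with 250uM a-KG and 2mM L-alanine, 30 min at room temperature, in HEPES pH 7.5 buffer. Pyruvate detected by pyruvate oxidase/HRP/Amplex Red fluorescence after 30 min in the dark; AOA (50uM) as positive control.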
# HEK293 tox: HEK 293 cell cytotoxicity. AID 1345083. Potency, µM (series often up to 115 µM), for inactives: top-dose activity change, negative = cytotoxicity, actives largely listed as inhibitors. hit rate 6.6% among 94,000. HEK 293 viability, ATP luminescence (CellTiter-Glo), 48-72 h; also: potency is read from the fitted curve at half-maximal effect; nearly all actives have a fitted effect of over 60% in size
#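 Read-out: CellTiter-Glo ATP luminescence. Cells: HEK 293, 250 cells/well. Exposure: 48 or 72 hr, 37 degree Celsius.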
# Active calls of the source: *; i = inactive; ? = inconclusive; · = no result given; & = joins results of further samples; [ ] = remark or other dose. Unless noted, calls follow the shape of the dose curve; as a rule, active = well fitted curve in the direction sought with a large enough effect; inconclusive = small, poorly fitted or top-dose-only effect, or another doubt; inactive = no such curve, though single readings can be large; an effect the other way counts as inactive or inconclusive. Unless noted, % is scaled to controls: 0 for no effect and ±100 for the full control effect. An excerpt; rates above refer to the full screens.
1: Cc1nc(N)nc(C)c1CC(=O)N1CCC2(CC1)OCCCC2O (stereo not drawn)
2: CCOCCCNc1ncnc2onc(C)c12
3: CCc1ccc(-n2c(=O)c3cccnc3n2CC(=O)NCc2ccccc2)cc1
4: CC(C)CC(=O)NC1CCN(c2ccccc2)C1=O (stereo not drawn)
5: COCCCNC(=O)c1ccc2nnc(C3CCCC3)n2c1
assay / compound	1	2	3	4	5
Luciferase inh	1%	·	·	4%	·
SNCA expr inh	33%[activator]	6%	-21%	14%	-1%[87.6 µM]
3T3 cytotox	-1%	·	·	i	-22%[138 µM]
IP6K1 inh	14	19	-13	2	3
HEK293 viab	-11%	1%	-4%	4%	-1%[87.6 µM]
GPT2 inhibitor	i	·	·	i	i
HEK293 tox	-1%	·	·	3%	-1%[172 µM]

6: CC(=O)NCCC1CCN(C(=O)Nc2ccc(C)c(F)c2)CC1
7: Cc1oc2c(c1C(=O)NCc1ccncc1)CN(Cc1cccc(F)c1)CC2
8: Cc1[nH]c2ccccc2c1C(c1ccccc1)c1cccs1 (stereo not drawn)
9: CCOc1ccc(S(=O)(=O)c2c(C(=O)c3ccc(C)c(C)c3)cnc3ccccc23)cc1
10: O=C(Nc1ccc2c(c1)OCCO2)N1CCC(Cc2noc(C3CCOCC3)n2)C1 (stereo not drawn)
assay / compound	6	7	8	9	10
Luciferase inh	5µM*	4%	·	·	18µM*
SNCA expr inh	?	5%	-28%	13%	?
3T3 cytotox	i	-3%	·	·	-35%
IP6K1 inh	-6	-12	-1	-6	-8
HEK293 viab	1%	5%	-28%	10%	-15%
GPT2 inhibitor	4%	i	·	·	-15%
HEK293 tox	3%	-8%	·	·	-7%

11: COCc1noc([C@@H]2CN(Cc3ccoc3)C[C@H]2COC)n1
12: O=C1NCCCc2[nH]c(-c3cnn(-c4cccc(F)c4)c3)nc21
13: COc1ccc(S(=O)(=O)N2C[C@@H](F)C[C@H]2C(=O)N2CCOCC2)cc1OC
14: O=C(CNC(=O)c1ccccc1Cl)OCc1cc(=O)n2ccsc2n1
15: O=C(CCC[C@@H]1[C@H]2CCCN3CCC[C@@H](CN1C(=O)c1ccccc1)[C@@H]23)N1CCCCC1
assay / compound	11	12	13	14	15
Luciferase inh	-8%	22µM*	3%	·	5%
SNCA expr inh	21%	76%[activator]	-9%	-11%	5%
3T3 cytotox	i	-24%	i	·	2%
IP6K1 inh	-4	-3	4	-10	-4
HEK293 viab	-1%	-17%	6%	-10%	6%
GPT2 inhibitor	i	i	i	·	-7%
HEK293 tox	4%	?	9%	·	-8%

# Single records, from the list above. Values in the order: Luciferase inh | SNCA expr inh | 3T3 cytotox | IP6K1 inh | HEK293 viab | GPT2 inhibitor | HEK293 tox
# Record of COc1ccc(S(=O)(=O)N2C[C@@H](F)C[C@H]2C(=O)N2CCOCC2)cc1OC → 3% | -9% | i | 4 | 6% | i | 9%
# Record of COCc1noc([C@@H]2CN(Cc3ccoc3)C[C@H]2COC)n1 → -8% | 21% | i | -4 | -1% | i | 4%
# Record of O=C1NCCCc2[nH]c(-c3cnn(-c4cccc(F)c4)c3)nc21 → 22µM* | 76%[activator] | -24% | -3 | -17% | i | ?
# Record of O=C(CNC(=O)c1ccccc1Cl)OCc1cc(=O)n2ccsc2n1 → · | -11% | · | -10 | -10% | · | ·

# Next section.
16: COc1ccc(N2CCN(C(=O)c3cc(NC(C)=O)cc4nc(C)ccc34)CC2)cc1
17: COc1ccc(C(=O)Nc2nnc(SCc3cc(=O)n4cc(Cl)ccc4n3)s2)cc1
18: Cc1ccc(CNC(=O)c2ccc3c(c2)CCN3S(=O)(=O)c2ccc(Br)cc2)cc1
19: Cc1cccc(NS(=O)(=O)c2ccc3c(c2)CCN3C(=O)C2CC2)c1C
20: CN1c2cc(C(=O)Nc3ccc(Oc4ccccc4)cc3)ccc2C(=O)N2CCCCC21 (stereo not drawn)
assay / compound	16	17	18	19	20
Luciferase inh	0%	·	·	·	50µM*
SNCA expr inh	-5%	9%	-3%	28%	?
3T3 cytotox	-11%	·	·	·	?
IP6K1 inh	5	5	-2	-1	-12
HEK293 viab	-1%	5%	11%	-13%	11%[12.5 µM]
GPT2 inhibitor	?	·	·	·	i
HEK293 tox	-2%	·	·	·	?

21: CCN(CC)C(=O)Nc1ccc2c(c1)N(Cc1ccccc1)C(=O)c1ccccc1S2
22: O[C@@H]1CCN(Cc2nc(C3(O)CCN(Cc4ccccc4C(F)(F)F)CC3)cs2)C1
23: O=C(C1CCOCC1)N1CCOC[C@H](Oc2ccccc2)C1
24: COc1ccccc1NC(=O)Cn1c(=O)n(Cc2nc(C)no2)c(=O)c2cc3c(cc21)OCO3
25: CNC(=O)[C@@H]1CN(S(=O)(=O)c2ccccc2F)C[C@H]1COC
assay / compound	21	22	23	24	25
Luciferase inh	·	-3%	-4%[172 µM]	·	-6%
SNCA expr inh	-28%	-18%	1%[87.6 µM]	34%[activator]	6%
3T3 cytotox	·	-11%	-11%[138 µM]	·	1%
IP6K1 inh	31	2	16	14	3
HEK293 viab	9%	-1%	-8%[87.6 µM]	-3%	15%
GPT2 inhibitor	·	-10%	-1%[88.5 µM]	·	4%
HEK293 tox	·	-7%	-2%[172 µM]	·	1%

26: COc1ccc(Nc2ncncc2-c2nc(-c3ccccc3)no2)cc1F
27: CCNC(=O)c1cccnc1OC1CCN(C(=O)Cc2ccccc2)C1 (stereo not drawn)
28: Cc1[nH]nc2c1C(c1cccc(Cl)c1)C(C#N)=C(N)O2 (stereo not drawn)
29: CN1CC2(CCN(C(=O)CC3CCCC3)CC2)CC1C(=O)N1CCOCC1 (stereo not drawn)
30: CCNC(=O)c1cccnc1OC1CCN(C(=O)c2ccccc2)C1 (stereo not drawn)
assay / compound	26	27	28	29	30
Luciferase inh	-2%	-4%	3%	·	-6%
SNCA expr inh	5%	22%	-1%	-15%	-10%
3T3 cytotox	-10%	i	?	-7%	i
IP6K1 inh	-8	19	-10	-5	21
HEK293 viab	1%	11%	-1%	10%	-4%
GPT2 inhibitor	i	i	?	0%	-3%
HEK293 tox	-3%	6%	?	-5%	8%

31: CCCc1ccc(OCC(=O)Nc2scc(-c3cccs3)c2C(=O)OC)cc1
32: CC(C)(O)C#Cc1ccc(C(=O)N2CC(=O)N(C3CCCCC3)CC(OCc3cccnc3)C2)o1 (stereo not drawn)
33: O=C(NCCNC(=O)c1cccnc1)c1ccc(-c2cccc(C(F)(F)F)c2)cc1
34: Cc1cc(OC(C)C(=O)N2CCN(CCc3ccccn3)CC2)ccc1Cl (stereo not drawn)
35: Cc1ccc2oc(=O)n(CCCOc3ccc(Cl)cc3)c2c1
assay / compound	31	32	33	34	35
Luciferase inh	·	-3%	·	·	·
SNCA expr inh	8%	50%[activator]	·	-13%	17%
3T3 cytotox	·	-6%	?	·	·
IP6K1 inh	-1	4	-2	-15	10
HEK293 viab	-5%	1%	·	3%	16%
GPT2 inhibitor	·	i	·	·	·
HEK293 tox	·	-3%	?	·	·

36: COc1cccc(CNC(=O)C2CCCN(c3nc4ccccc4n4cccc34)C2)c1 (stereo not drawn)
37: COCCN1C[C@]23C=C[C@H](O2)C(C(=O)N(C)Cc2cnccn2)C3C1=O (stereo partly drawn)
38: Cc1ccccc1-c1noc(-c2nc(-c3ccncc3)no2)n1
39: Cc1ccc2oc(C(=O)Nc3sc4c(c3C(=O)NCC3CCCO3)CCC4)cc(=O)c2c1 (stereo not drawn)
40: Cn1cc(CN2Cc3c(cc(N4CCOCC4)nc3-c3cccnc3)C2=O)cn1
assay / compound	36	37	38	39	40
Luciferase inh	·	13%	4%	·	15%[172 µM]
SNCA expr inh	7%	-13%	43%[activator]	46%[activator]	7%[87.6 µM]
3T3 cytotox	·	i	3%	·	?
IP6K1 inh	1	-10	-11	-14	16
HEK293 viab	-6%	2%	5%	4%	4%[87.6 µM]
GPT2 inhibitor	·	-2%	-4%	·	3%[88.5 µM]
HEK293 tox	·	4%	-6%	·	-20%[172 µM]

41: CC1=C(C(=O)NC(C)(C)C)C(c2ccc(Cl)cc2)N2C(CC(=O)N3CCCC3)=CSC2=N1 (stereo not drawn)
42: Fc1ccc(C2Cn3nnc(-c4nc(-c5ccc(Br)cc5)no4)c3CO2)cc1 (stereo not drawn)
43: CCN1c2cc(C(=O)Nc3cc(F)cc(F)c3)ccc2C(=O)N2CCCCC21 (stereo not drawn)
44: Cc1ccc(C(=O)N2CCN(c3nnc4ccccn34)CC2)cc1C
45: Cc1ncc(C(=O)N2CCCC(c3cc(N4CCOCC4)nc(C)n3)C2)cn1 (stereo not drawn)
assay / compound	41	42	43	44	45
Luciferase inh	-9%	-1%	-25%	2%	6%
SNCA expr inh	?	24%	-15%	45%[activator]	-1%
3T3 cytotox	45µM*	1%	28µM*	-4%	-3%
IP6K1 inh	38	9	-4	12	15
HEK293 viab	-25%	17%	?	-2%	-7%
GPT2 inhibitor	i	-9%	-9%	-5%	-12%
HEK293 tox	?	-5%	35µM*	5%	-5%

46: Cc1cccc(CCNC(=O)CN(c2ccc(C(C)C)cc2)S(=O)(=O)c2c(C)nn(C)c2C)c1
47: OC1CN(Cc2ccc(-c3cnc4c(OCc5ccccc5)nccn34)cc2)C1
48: COc1ccc(-c2nc(-c3nnn4c3COC(c3ccccc3Cl)C4)no2)cc1 (stereo not drawn)
49: O=C(CCCc1ccccc1)Nc1ccnn1C1CCN(C(=O)CCc2cnccn2)CC1
50: COc1ccccc1Nc1ncncc1-c1nc(-c2ccccc2)no1
assay / compound	46	47	48	49	50
Luciferase inh	·	5µM*	-9%	-19%	3%
SNCA expr inh	-3%	70%[activator][87.6 µM]	-12%	30%[activator]	19%
3T3 cytotox	·	89µM*	-11%	i	-11%
IP6K1 inh	2	5	3	-3	2
HEK293 viab	0%	-10%[87.6 µM]	5%	-3%	0%
GPT2 inhibitor	·	-1%[88.5 µM]	3%	i	-15%
HEK293 tox	·	?	1%	-5%	-9%

51: CCOc1cc(=O)n2c(c1C(=O)NCCOC)CCCCC2
52: COc1ccccc1-c1ccc2c(C(=O)N3CCC(Cc4ccccc4)CC3)nn(C)c2n1
53: Cc1oc2ncnc(N3CCCCC3)c2c1C(=O)N1CCN(c2cccc(C(F)(F)F)c2)CC1
54: O=C(Cc1ccccn1)NC1CCN(c2nc3ncccc3o2)CC1
55: COc1cccc2cc(-c3nc4sc(C(=O)Nc5ccc(F)cc5F)c(C)c4c(=O)[nH]3)c(=O)oc12
56: CN(C)C(=O)NC1CCN(Cc2ccc(-c3ccsc3)cc2)C1 (stereo not drawn)
assay / compound	51	52	53	54	55	56
Luciferase inh	4%	·	·	-4%	·	·
SNCA expr inh	?	-17%	-43%	-5%	0%	2%
3T3 cytotox	i	?	·	-5%	·	-21%
IP6K1 inh	-17	-3	5	-10&-4	0	-3
HEK293 viab	8%	-4%	-28%	6%	-2%	3%
GPT2 inhibitor	-3%	i	·	3%[88.5 µM]	·	i
HEK293 tox	-1%	79µM*	·	-2%	·	?

# Source: PubChem BioAssay (National Center for Advancing Translational Sciences (NCATS))
